Cav32 inh: blocks human Cav3.2 T-type calcium channel. Cav3.2-expressing cells, Fluo-4 calcium fluorescence FDSS; stronger effect = lower value. B-score at 10 µM. 4% of 100,000 active. AID 449739;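 active = single-dose well whose peak fluorescence ratio is a statistical outlier from its plate by either plate-standardised score or position-corrected B-score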
Active calls of the source: *. Not all compounds are listed; the hit share may differ from the screen's.

nr | mol | Cav32 inh
1 | O=C(NCCN1CCc2ccccc2C1)C1CCN(S(=O)(=O)N2CCC3(CC2)OCCO3)CC1 | 1.23
2 | COc1cccc(NC(=O)c2ncn[nH]2)c1 | 0.486
3 | CSc1nc(N(C)NC(=O)c2ccc(Cl)cc2)c2ccccc2n1 | -0.0399
4 | Cc1csc(NC(=O)CSc2nc3sc(C)c(C)c3c(=O)[nH]2)n1 | 0.0633
5 | O=C(c1ccc(CS(=O)(=O)c2ccc(Br)cc2)o1)N1CCOCC1 | -0.00809
6 | O=C(Nc1ccc(Br)cc1)c1ccc(N2C(=O)C3CC=C(Cl)CC3C2=O)cc1 (stereo unspecified) | 0.00143
7 | C=CCc1ccc(OC(=O)c2ccccc2)c(OC)c1 | -0.215
8 | COC(=O)c1ccc2ccccc2n1 | 0.101
9 | CCOC(=O)c1c(C)nc(-c2ccccc2)nc1NC(=O)C(C)C | 0.198
10 | O=C(N/N=C/c1ccsc1)c1cc(O)cc(O)c1 | -0.695
11 | Cc1cccc(N2C(=O)NC3(CCCCC3)C2=O)c1 | 0.893
12 | COc1ccccc1Cc1nc(-c2ccc(Br)o2)no1 | -2.18
13 | COC(=O)CC1=C(C(=O)OC)C(c2cccs2)C(C#N)=C(N)O1 (stereo unspecified) | 0.547
14 | O=C(c1cc2nc(C3CC3)cc(C(F)F)n2n1)N1CCOCC1 | -0.715
15 | CC(Sc1nc2ccc(Br)cc2[nH]1)C(=O)O (stereo unspecified) | 0.156
16 | COc1ccc(OC)c(NC(=O)C(=O)N/N=C/c2ccccc2[N+](=O)[O-])c1 | -0.531
17 | CCOC(=O)COc1ccc(S(=O)(=O)c2ccc(OCC(=O)OCC)cc2)cc1 | -6.05*
18 | CCN(CC)C(=O)CSc1nnc(-c2cccnc2)n1CCc1ccccc1 | -0.127
19 | CC1=C(C(=O)OCc2ccccc2)C(c2cccnc2)n2nnnc2N1 (stereo unspecified) | 1.23
20 | CCCOC(=O)c1ccc(Oc2cn[nH]c2-c2ccc(OCC)cc2O)cc1 | 0.611
21 | COC(=O)CSc1nnnn1-c1ccccc1 | 0.247
22 | CCCSC1=C(C#N)C(c2ccc(Cl)cc2Cl)CC(=O)N1 (stereo unspecified) | -0.0944
23 | CCOCC(=O)Nc1cccc(-c2nc3cccnc3s2)c1C | -0.015
24 | COc1ccc(OCc2nc(N)nc(Nc3ccccc3OC)n2)cc1 | -0.0166

Arranged by the number under Cav32 inh (ascending): four from the list above.
nr | mol | Cav32 inh
18 | CCN(CC)C(=O)CSc1nnc(-c2cccnc2)n1CCc1ccccc1 | -0.127
24 | COc1ccc(OCc2nc(N)nc(Nc3ccccc3OC)n2)cc1 | -0.0166
23 | CCOCC(=O)Nc1cccc(-c2nc3cccnc3s2)c1C | -0.015
19 | CC1=C(C(=O)OCc2ccccc2)C(c2cccnc2)n2nnnc2N1 (stereo unspecified) | 1.23

Continued:
nr | mol | Cav32 inh
25 | O=C(NCCc1ccccn1)c1n[nH]c(=O)c2ccccc12 | -0.34
26 | COc1c(Cl)cc(Cl)cc1/C=N/n1cnnc1 | 0.0623
27 | Cc1cccc(CSc2ncnc3c2cnn3Cc2ccccc2)c1 | -2.14
28 | CCC(C)(C)C1CCC(=NNC(=O)c2ccoc2C)CC1 (stereo unspecified) | 0.347
29 | COc1ccc(-c2noc(CCC(=O)NCc3cccnc3)n2)cc1OC | 1.31
30 | CCCn1c(CN(C)Cc2ccccc2)nc2c1c(=O)n(C)c(=O)n2C | -0.314
31 | CCCOc1ccccc1N/C(=N\S(=O)(=O)c1ccc(C)cc1)Nc1nc(C)cc(C)n1 | -2.24
32 | O=C1C2CCCN2C(c2cccs2)N1c1ccc(Cl)cc1 (stereo unspecified) | -0.0448
33 | Cc1ccsc1/C=N/Nc1nc(Cl)c(Cl)cc1Cl | -1.89
34 | Cn1c(=O)c2cn(-c3cccc4ccccc34)cc2n(C)c1=O | -0.407
35 | COc1cc(OC)cc(C(=O)NC(C(=O)NCCN(C)C)C23CC4CC(CC(C4)C2)C3)c1 (stereo unspecified) | 1.44
36 | COc1ccccc1N1CCN(C(c2ccccc2Cl)c2nnnn2C(C)(C)C)CC1 (stereo unspecified) | -6.76*
37 | O=c1[nH]c2ccccc2nc1-c1cccs1 | -0.0675
38 | Cn1nc([N+](=O)[O-])nc1Oc1ccccc1 | -0.0425
39 | COC(=O)c1ccc(-c2cc(C(=O)O)c3cc4c(cc3n2)OCCO4)cc1 | -0.0154
40 | Cc1cc(NC(=O)c2cnn3cccnc23)no1 | 0.875
41 | COc1ccc2nc(NC(=O)CN3CCN(C)CC3)sc2c1 | 0.188
42 | COc1cc(C)c(C)cc1S(=O)(=O)N1CCN(Cc2ccc3c(c2)OCO3)CC1 | -1.33
43 | CC1(OC(=O)CCc2ccccc2)C(=O)C=C2C=C(c3ccc(C#N)cc3)N(CCN3CCOCC3)C=C2C1=O (stereo unspecified) | 1.49
44 | CC(C)c1ccc(Nc2nc(NCc3ccco3)nc(N3CCOCC3)n2)cc1 | -1.06
45 | c1ccc(Cn2nnc3c(N4CCCCCC4)ncnc32)cc1 | -2.13
46 | COC(=O)c1c(-c2ccc(OC)cc2)oc2ccc(-c3cc(OC)c(OC)c(OC)c3)cc12 | 0.0743
47 | CCN(c1ccc2c(c1)OCO2)S(=O)(=O)c1cc(Br)cc2c1N(C(C)=O)CC2 | 0.644
48 | CCOCCCn1c(=N)c(C(=O)NCc2ccc3c(c2)OCO3)cc2c(=O)n3cccc(C)c3nc21 | -0.196
49 | CCCC(C(=O)NCc1ccccc1)N(C(=O)Cn1nnc(-c2cccs2)n1)c1ccc2c(c1)OCCO2 (stereo unspecified) | 0.72
50 | O=C1CCCc2c1[nH]c1ccc(CN3CCCCC3)cc21 | 0.111
51 | CCCCc1ccc(NC(=O)c2c(C)noc2C)cc1 | -0.56
52 | COc1cc2c(cc1NC(=S)Nc1ccccc1C)oc1ccccc12 | 0.616
53 | CC1(OC(=O)CCc2ccccc2)C(=O)C=C2C=C(C3CC3)OC=C2C1=O (stereo unspecified) | 0.0345
54 | CCCc1cc(-c2n[nH]c(=S)n2Cc2ccccc2)cs1 | -3.17
55 | CCN(CC)Cc1c(O)c(Cl)cc2c(C)c(C)c(=O)oc12 | 0.707
56 | CCC1C(=O)n2nc(-c3ccccc3)cc2N=C1C (stereo unspecified) | -0.0421
57 | Cn1c(SCC(=O)N2CCCCC2)nc2cccnc21 | 0.0442
58 | O=C(CC(Cc1ccccc1)C(=O)O)NCCc1ccc2c(c1)OCO2 (stereo unspecified) | -0.225
59 | Cc1cc(C)n(-c2ccn(Cc3ccc(Cl)cc3Cl)c(=O)n2)n1 | -2.33
60 | Cc1ccc(Nc2cc(C)nn2-c2nc(C)cc(C)n2)cc1 | -0.993
61 | CCN(c1ccccc1)S(=O)(=O)c1ccc(OC)c(OC)c1 | 0.515
62 | O=C1C2CC=CCC2C(=O)N1c1ccc(OCC(O)Cn2nnc3ccccc32)cc1 (stereo unspecified) | 0.724
63 | COc1ccc2[nH]c(=O)c(CN(CCN(C)C)C(=O)NCc3ccccc3)cc2c1 | 0.095
64 | O=C(NCc1ccco1)c1ccc2c(c1)C(=O)N(Cc1ccccc1)C2=O | -4.74*
65 | CC(=O)Nc1ccc2nc(C)n(Cc3ccc(Cl)cc3)c(=O)c2c1 | 0.334
66 | CCc1nnc(NC(=O)CN2CCN(c3nc(-c4ccccc4)cs3)CC2)s1 | -4.11
67 | COc1ccc(C2CC(c3ccc(F)cc3)Nc3nc(N)nn32)cc1 (stereo unspecified) | 0.0241
68 | Cc1nc(C(F)(F)F)c(C(=O)NC(=O)Nc2ccccc2)s1 | 0.00295
69 | COc1ccc(C(=O)c2ccc(Cl)cc2Cl)cc1 | 0.54
70 | CCOC(=O)c1cnc(SC2CC(=O)N(c3ccccc3)C2=O)nc1N (stereo unspecified) | 0.614
71 | COc1ccc(/C=C2/SC(=O)N(NS(=O)(=O)c3ccccc3)C2=S)cc1OC | -2.41
72 | CCOc1cccc(-c2nnc(SCC(=O)Nc3cc(C)ccc3OC)n2N)c1 | 0.0546
73 | CCC/C=C(\CCC)C(NC(=O)CCc1ccccc1)c1ccc(C(F)(F)F)cc1 (stereo unspecified) | -0.898
74 | CCCNc1nc2c(c(=O)n(C)c(=O)n2C)n1CCc1ccccc1 | 0.927
75 | O=C(CCNS(=O)(=O)c1cccc2nsnc12)NCCC1=CCCCC1 | -0.411
76 | Cc1nc(/N=C(\N)NC(=O)c2ccccc2)nc2ccccc12 | -0.284
77 | Cc1nn(-c2cc(N3CCNCC3)ccc2[N+](=O)[O-])c(=O)c2ccccc12 | 0.607
78 | N=c1c2c3c(sc2nc2n1CCCCC2)CCCC3 | 0.98
79 | CN1CCC(=NNC(=O)C(=O)NC2CCCCC2)CC1 | 1.37
80 | CC1=C(C(=O)OCc2ccccc2)C(c2ccc(Cl)cc2)NC(=O)N1CCCCCC(=O)O (stereo unspecified) | 0.143

Next results follow:
nr | mol | Cav32 inh
81 | CC(C(=O)Nc1ncc2c(n1)CC(C)(C)CC2=O)N1C(=O)c2ccccc2C1=O (stereo unspecified) | 0.424
82 | CC(=O)c1cccc(NC(=O)c2nccnc2C(=O)O)c1 | -0.592
83 | Cc1ccc(S(=O)(=O)Cn2nnnc2C(CC(C)C)N2CCN(c3ccc(F)cc3)CC2)cc1 (stereo unspecified) | -1.29
84 | Cc1ccc2nc(CSc3nnc(Cc4cccs4)n3C3CCCCC3)cc(=O)n2c1 | 1.54
85 | COc1ccccc1CNC(=O)c1cc2sccc2n1C | 0.369
86 | COC(=O)COc1ccc(S(=O)(=O)N2CCOCC2)cc1C | 1.01
87 | O=C1NC(=O)C2(CCc3ccccc32)N1 (stereo unspecified) | -0.337
88 | Cc1ccc(S(=O)(=O)/C(C#N)=C/c2c[nH]c3ccccc23)cc1 | 0.26
89 | CCc1nnc(SCCSc2nnc(CC)n2N)n1N | 0.215
90 | COC(=O)CN(c1ccc2c(c1)OCO2)S(C)(=O)=O | 0.565
91 | CCCCNC(=O)c1cn(-c2ccc(OCC)cc2)c(=O)c2cc(OC)c(OC)cc12 | -1.41
92 | OC1(c2cccc(F)c2)CCN(Cc2ccncc2)CC1 | 1.13
93 | COc1ccc(NC(=O)c2cc(F)cc(F)c2)cc1Cl | -1.52
94 | O=C(CSc1nnc(-c2cccs2)n1-c1ccccc1)N1CCOCC1 | 0.756
95 | CCOC(=O)c1cc2c(C(F)(F)F)cc(-c3ccccc3)nc2o1 | -0.0153
96 | CN(C)c1ccc(/C=C2\SC(=S)N(Nc3ncc(C(F)(F)F)cc3Cl)C2=O)cc1 | -5.06*
97 | CN(C(=O)COC(=O)C1CCN(S(=O)(=O)c2cccs2)CC1)C1CCS(=O)(=O)C1 (stereo unspecified) | 0.592
98 | Cc1noc(C)c1Cc1c(Cl)cccc1Cl | 1.13
99 | CCO[C@H]1OC(C(N)=O)=C[C@@H](C(C)(C)C)[C@@H]1CCCO | 1.15
100 | O=C(CCC1CCCC1)NCCCN1CCOCC1 | 0.0926
101 | O=C(O)CN1C(=O)NC2NC(=O)NC21 (stereo unspecified) | 0.0739
102 | O=S(=O)(c1ccc(F)cc1)n1ccc2cccnc21 | 0.373
103 | CCCC(=O)Nc1ccc(S(=O)(=O)N2CCCC2)cc1 | 1.68
104 | COc1cc(C)c(Cl)cc1S(=O)(=O)NCCCN1CCOCC1 | 0.182
105 | CCOC(=O)c1ccc2c(c1)nc(COc1ccc3ccccc3c1)n2CC | -0.349
106 | CCOC(=O)C(C)n1cnc2c1c(=O)[nH]c(=O)n2C (stereo unspecified) | 1.07
107 | CC(=O)NCCc1ccc(S(=O)(=O)Nc2cccnc2)cc1 | -0.475
108 | O=C(COc1ccccc1)Nc1ccccc1N1CCN(c2ccccc2)CC1 | -3.16
109 | CCOc1ccc(S(=O)(=O)Nc2ccc(S(=O)(=O)N3CCOCC3)cc2)cc1 | -0.441
110 | Cc1cc(Cl)c(S(=O)(=O)Nc2ccc3c(c2)OCCO3)cc1OCC(N)=O | 0.886
111 | COc1ccc(-c2cc(N)n(S(=O)(=O)c3c(F)c(F)c(F)c(F)c3F)n2)cc1OC | -1.35
112 | Cc1nn(C)c(C)c1CN(C)C(=O)c1cc2nc(-c3ccco3)cc(C(F)(F)F)n2n1 | 1.35
113 | O=C(Nc1ccon1)c1cccc(C(F)(F)F)c1 | 0.474
114 | O=C(CN1C2CCCC1CC(NC(=O)c1ccco1)C2)Nc1ccccc1C(F)(F)F (stereo unspecified) | 0.0818
115 | COc1ccc2c(c1)C(=O)[C@H](O)[C@@H](c1ccc(OC)c(Br)c1)O2 | -0.266
116 | C=CCOC(=O)c1[nH]c2c(c1C)C(=O)CC(c1ccco1)C2 (stereo unspecified) | -0.905
117 | COc1ccc(-c2oc3ncn(CCN4CCOCC4)c(=N)c3c2-c2ccc(OC)cc2)cc1 | -0.449
118 | COc1ccc(Cl)cc1NC(=O)c1c(-c2ccccc2)noc1C | 0.823
119 | CCC1=NC(c2ccccc2)N(O)C1(C)C (stereo unspecified) | 0.866
120 | Cc1ccc(-c2noc(C3CCCN(C(=O)c4ccccc4)C3)n2)o1 (stereo unspecified) | 0.505
121 | CC1=C(C(=O)NC2CCCC(C)C2C)C2(CCCCC2)OC1=O (stereo unspecified) | -3.37
122 | CCOC(=O)c1cc(-c2nnc(SCC(=O)Nc3ccc(F)cc3)o2)c(C)nc1C | 0.033
123 | CSc1nnc2c(n1)c(C)nn2-c1ccc(C)cc1 | 0.0572
124 | CN1CCN(C(=O)C2=C[C@H](c3ccc(C(F)(F)F)cc3)C[C@H](OCCCCO)O2)CC1 | 0.475
125 | COc1ccccc1N1CCN(C(=O)CSc2ccc3c(C)cc(C)nc3n2)CC1 | 0.55
126 | COC(=O)c1cc(NC(=O)CN2C(=O)CSC2=O)ccc1Cl | 0.0256
127 | CSCCC1NC(=O)N(CC(=O)Nc2ccc(N3CCCCC3)cc2)C1=O (stereo unspecified) | -0.283
128 | CCc1ccccc1NC1=NCC(=O)N1C1CCCCC1 | -0.598
129 | COC(=O)c1ccccc1NC(=O)CSc1nc2ccccc2c(=O)[nH]1 | 0.286
130 | CCOC(=O)NC(NC(=S)Nc1ccccc1[N+](=O)[O-])C(Cl)(Cl)Cl (stereo unspecified) | -1.42

Compounds above containing a tert-butyl group (two):
nr | mol | Cav32 inh
36 | COc1ccccc1N1CCN(C(c2ccccc2Cl)c2nnnn2C(C)(C)C)CC1 (stereo unspecified) | -6.76*
99 | CCO[C@H]1OC(C(N)=O)=C[C@@H](C(C)(C)C)[C@@H]1CCCO | 1.15

Bioassay records: PubChem BioAssay, Vanderbilt High Throughput Screening Facility
